Fam108B inh – counter-screen for RBBP9 inhibitors: inhibitors of mouse Fam108B; recombinant Fam108B, FP-Rh probe fluorescence polarization; inhibition, % at 9.51 µM; 300,000 tested, 0.33% active;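 active = inhibition above the screen mean inhibition plus 3 SD, computed separately per campaign, cut at about 18% in these data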;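 note: inhibitors lower polarization as less probe binds the enzyme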
PAFAH2 FP inh – inhibitors of human PAFAH2 | AID 492956 | recombinant PAFAH2, FP-rhodamine activity probe, fluorescence polarization | inhibition, % at 3.39 µM | 340,000 tested, 0.99% active;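 active = inhibition above the mean over all tested compounds plus 3 SD, cut at about 30% in these data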;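 note: inhibitors block probe labeling of enzyme so polarization drops; 0% = enzyme with DMSO and 100% = wells lacking PAFAH2 protein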
PAD4 FP inh – PAD4 (human) enzyme inhibition; recombinant PAD4, RCA probe fluorescence polarization; inhibition, % at 6.36 µM; 330,000 tested, 0.41% active;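 active = percent inhibition above a cutoff equal to the mean of all tested compounds plus 3 SD, cut at about 15% in these data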;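 note: 0% = PAD4 with RCA probe and DMSO and 100% = probe without PAD4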
LYPLA1 inh – counter-screen for PME1 inhibitors: inhibitors of human LYPLA1; 320,000 tested, 0.16% active; O75608; recombinant LYPLA1, FP-Rh probe fluorescence polarization; inhibition, % at 5.9 µM; AID 2174;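 active = inhibition above the mean of all tested compounds plus 3 SD, set per campaign, cut at about 14% in these data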;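 note: inhibitors block serine hydrolase probe labeling of LYPLA1 so polarization falls; 0% = enzyme with DMSO and 100% = wells lacking LYPLA1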
Target sequence (O75608 whole entry, looked up): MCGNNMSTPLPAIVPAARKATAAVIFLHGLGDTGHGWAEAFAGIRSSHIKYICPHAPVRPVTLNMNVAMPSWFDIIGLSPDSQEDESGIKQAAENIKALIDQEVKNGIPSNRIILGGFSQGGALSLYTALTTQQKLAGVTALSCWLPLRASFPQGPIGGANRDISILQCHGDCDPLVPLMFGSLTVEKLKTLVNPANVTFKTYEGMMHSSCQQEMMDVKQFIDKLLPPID
PAFAH1B2 inh – inhibitors of human PAFAH1B2. recombinant PAFAH1B2, FP-rhodamine activity probe, fluorescence polarization. inhibition, % at 3.39 µM. 340,000 tested, 1.2% active. AID 492953;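 active = inhibition above the mean of all tested compounds plus 3 SD, cut at about 24% in these data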;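 note: 0% = enzyme with DMSO and 100% = wells lacking PAFAH1B2; many of its hits are not listed in these tables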
Target sequence (P68402 whole entry, looked up): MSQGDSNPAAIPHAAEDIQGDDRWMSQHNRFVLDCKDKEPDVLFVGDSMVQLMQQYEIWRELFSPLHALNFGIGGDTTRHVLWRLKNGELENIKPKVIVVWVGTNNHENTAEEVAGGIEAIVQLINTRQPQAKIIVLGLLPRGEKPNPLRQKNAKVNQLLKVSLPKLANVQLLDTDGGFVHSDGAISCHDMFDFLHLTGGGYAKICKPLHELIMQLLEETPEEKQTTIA
pPAFAH FP inh – pPAFAH (human) enzyme inhibition | 330,000 tested, 1.5% active | recombinant pPAFAH, FP-rhodamine probe fluorescence polarization | inhibition, % at 3.39 µM | Q13093;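 active = inhibition above the mean inhibition across the screen plus 3 SD, cut at about 25% in these data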;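 note: inhibitors block binding of the rhodamine activity-based probe so polarization drops; 0% = enzyme with DMSO and 100% = wells lacking pPAFAH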
PAFAH1B3 inh – blocks human PAF acetylhydrolase 1B catalytic subunit 3; Q15102; AID 492972; inhibition, % at 3.39 µM; recombinant PAFAH1B3, FP-rhodamine probe, fluorescence polarization; 340,000 tested, 0.28% active;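 active = inhibition above the screen-wide average of all tested compounds plus 3 SD, cut at about 25% in these data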;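 note: 0% = enzyme with DMSO only and 100% = wells lacking PAFAH1B3 protein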
Target sequence (Q15102 whole entry, looked up): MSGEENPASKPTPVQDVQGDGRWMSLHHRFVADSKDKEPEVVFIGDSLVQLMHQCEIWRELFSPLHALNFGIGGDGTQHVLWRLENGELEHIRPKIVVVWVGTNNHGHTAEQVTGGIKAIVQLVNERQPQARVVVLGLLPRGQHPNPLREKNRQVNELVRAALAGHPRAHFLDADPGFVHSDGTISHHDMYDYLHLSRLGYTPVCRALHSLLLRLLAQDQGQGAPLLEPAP
GSTO1 inh – blocks human GSTO1 in RBBP9 counter-screen | 300,000 tested, 1.1% active | P78417 | inhibition, % at 5.96 µM | recombinant GSTO1, activity-based probe fluorescence polarization | AID 1974;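 active = inhibition above the campaign mean inhibition plus 3 SD, cut at about 35% in these data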;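 note: 0% = GSTO1-1 with DMSO and 100% = wells lacking GSTO1-1 enzyme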
Target sequence (P78417 whole entry, looked up): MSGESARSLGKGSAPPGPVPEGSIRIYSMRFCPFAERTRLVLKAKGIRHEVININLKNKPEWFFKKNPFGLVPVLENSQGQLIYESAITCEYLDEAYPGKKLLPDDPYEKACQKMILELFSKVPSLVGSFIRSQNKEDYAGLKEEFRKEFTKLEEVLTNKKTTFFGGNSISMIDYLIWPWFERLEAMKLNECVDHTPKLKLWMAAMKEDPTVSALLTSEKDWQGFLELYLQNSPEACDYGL
PME-1 primary – blocks human protein phosphatase methylesterase 1 | recombinant PME-1, FP-Rh probe fluorescence polarization | inhibition, % at 5.9 µM | 320,000 tested, 0.53% active | AID 2130;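 active = inhibition above the campaign mean of all compounds plus 3 SD, cut at about 26% in these data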;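 note: competitive labeling of PME-1 active site by serine hydrolase directed probe; 0% = PME-1 with DMSO and 100% = wells lacking PME-1 enzyme; inhibitors block probe labeling so polarization falls and inhibition rises; many of its hits are not listed in these tables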
An asterisk follows results filed as active; . = no result given. Not all compounds are listed (hit frequency here may not be typical).

Assay codes – A = Fam108B inh; B = PAFAH2 FP inh; C = PAD4 FP inh; D = LYPLA1 inh; E = PAFAH1B2 inh; F = pPAFAH FP inh; G = PAFAH1B3 inh; H = GSTO1 inh; I = PME-1 primary
> COCCCNC(=O)C[C@H]1C[C@H](C(=O)N2CCOCC2)[C@@]2(C)c3[nH]c4cc(-c5ccco5)ccc4c3CCN2C1=O
  A: .; B: -5; C: -1; D: .; E: 3; F: -1; G: 2; H: .; I: .
> Cc1ccc(OCC(=O)O/N=C(\N)c2ccncc2)cc1C
  A: -2; B: 12; C: -4; D: 4; E: 7; F: 5; G: 4; H: 4; I: 2
> O=C(c1ccco1)N1C(=O)c2cccc3cccc1c23
  A: 0; B: 13; C: -6; D: -2; E: -1; F: 3; G: 4; H: -10; I: 6
> Cc1cc2oc(=O)cc(CN3CCOCC3)c2cc1O
  A: -5; B: -12; C: 0; D: -2; E: 0; F: 8; G: 7; H: 4; I: -2
> COc1ccc(CNC(=O)C2CC(C)=CCC2C(=O)O)cc1 (stereo not drawn)
  A: -7; B: 5; C: -6; D: 2; E: 6; F: 6; G: -1; H: 4; I: -1
> CCCCN(CC)C(=S)Nc1ccc2nc(N3CCN(C)CC3)cc(C)c2c1
  A: -2; B: 2; C: -3; D: -1; E: 7; F: 4; G: 0; H: 5; I: 2
> O=C1Cc2cc([N+](=O)[O-])ccc2N1c1c(Cl)cccc1Cl
  A: 5; B: 2; C: -9; D: 1; E: -2; F: 10; G: 11; H: 9; I: 3
> CC(C)C(=O)N(c1cc2sc(=O)oc2c2ccccc12)S(=O)(=O)c1cccs1
  A: 6; B: 32*; C: 11; D: -5; E: 3; F: 13; G: 10; H: 85*; I: -1
> COc1cc(/C=N/NC(=O)NC2CCCCC2)ccc1O
  A: -1; B: -4; C: 3; D: 6; E: 0; F: 2; G: 2; H: 0; I: 5
> COc1cc(NC(C)CCCN)c2ncccc2c1 (stereo not drawn)
  A: 0; B: 5; C: 35*; D: 4; E: -2; F: -2; G: 8; H: 47*; I: 6
> CC(=O)Nc1ccc(S(=O)(=O)N2CCN(c3ccccn3)CC2)cc1
  A: -3; B: 9; C: 3; D: -2; E: 2; F: 8; G: 16; H: -2; I: -4
> Cc1cc(C)c(C#N)c(SCC(=O)c2ccc(Cl)cc2Cl)n1
  A: -2; B: 1; C: -3; D: -1; E: 4; F: 7; G: 0; H: -1; I: -2
> CCOc1cc(C(c2c(C)[nH][nH]c2=O)c2c(C)[nH][nH]c2=O)cc(Cl)c1O
  A: 0; B: 6; C: -8; D: 5; E: 1; F: 2; G: 2; H: 33; I: 9
> CCNc1nc(NC(C)C)nc(N(C#N)C(C)C(=O)N(C)C)n1 (stereo not drawn)
  A: 4; B: -5; C: -2; D: 2; E: 3; F: 6; G: 3; H: -8; I: 0
> O=C(CN1C(=O)CNC1=O)Nc1cc(Cl)cc(Cl)c1
  A: .; B: -6; C: 3; D: .; E: -2; F: 4; G: 1; H: .; I: .
> COCC(=O)N(Cc1cc2cc(OC)ccc2[nH]c1=O)c1ccc(C)cc1
  A: 23*; B: -4; C: -6; D: -1; E: 6; F: 2; G: 0; H: -9; I: -1
> COc1ccc(OC)c(S(=O)(=O)n2cccn2)c1
  A: -2; B: 2; C: 1; D: 4; E: 6; F: 7; G: 2; H: 0; I: -1
> COc1ccc(C(CNC(=O)COc2cc(C)c(Cl)c(C)c2)N2CCCCC2)cc1 (stereo not drawn)
  A: 1; B: 3; C: -4; D: 2; E: 3; F: 5; G: 0; H: 4; I: -3
> O=C(NCCc1ccccc1)c1cc2ccccc2oc1=O
  A: -6; B: -2; C: -5; D: 2; E: -4; F: -4; G: 9; H: 5; I: 7
> Cc1ccc(C(=O)NCC(=O)OCC(=O)c2c(N)n(C)c(=O)n(C)c2=O)cc1C
  A: .; B: 7; C: -3; D: .; E: 5; F: -1; G: 6; H: .; I: .

Rewritten bar-delimited: part of the list above.
Compound | Fam108B inh | PAFAH2 FP inh | PAD4 FP inh | LYPLA1 inh | PAFAH1B2 inh | pPAFAH FP inh | PAFAH1B3 inh | GSTO1 inh | PME-1 primary
CC(=O)Nc1ccc(S(=O)(=O)N2CCN(c3ccccn3)CC2)cc1 | -3 | 9 | 3 | -2 | 2 | 8 | 16 | -2 | -4
Cc1cc(C)c(C#N)c(SCC(=O)c2ccc(Cl)cc2Cl)n1 | -2 | 1 | -3 | -1 | 4 | 7 | 0 | -1 | -2
CCOc1cc(C(c2c(C)[nH][nH]c2=O)c2c(C)[nH][nH]c2=O)cc(Cl)c1O | 0 | 6 | -8 | 5 | 1 | 2 | 2 | 33 | 9
CCNc1nc(NC(C)C)nc(N(C#N)C(C)C(=O)N(C)C)n1 (stereo not drawn) | 4 | -5 | -2 | 2 | 3 | 6 | 3 | -8 | 0
O=C(CN1C(=O)CNC1=O)Nc1cc(Cl)cc(Cl)c1 | . | -6 | 3 | . | -2 | 4 | 1 | . | .
COCC(=O)N(Cc1cc2cc(OC)ccc2[nH]c1=O)c1ccc(C)cc1 | 23* | -4 | -6 | -1 | 6 | 2 | 0 | -9 | -1
COc1ccc(OC)c(S(=O)(=O)n2cccn2)c1 | -2 | 2 | 1 | 4 | 6 | 7 | 2 | 0 | -1
COc1ccc(C(CNC(=O)COc2cc(C)c(Cl)c(C)c2)N2CCCCC2)cc1 (stereo not drawn) | 1 | 3 | -4 | 2 | 3 | 5 | 0 | 4 | -3
O=C(NCCc1ccccc1)c1cc2ccccc2oc1=O | -6 | -2 | -5 | 2 | -4 | -4 | 9 | 5 | 7
Cc1ccc(C(=O)NCC(=O)OCC(=O)c2c(N)n(C)c(=O)n(C)c2=O)cc1C | . | 7 | -3 | . | 5 | -1 | 6 | . | .

Next section.
Assay codes – A = Fam108B inh; B = PAFAH2 FP inh; C = PAD4 FP inh; D = LYPLA1 inh; E = PAFAH1B2 inh; F = pPAFAH FP inh; G = PAFAH1B3 inh; H = GSTO1 inh; I = PME-1 primary
> COc1ccc(CCNC(=O)Cc2cc(=O)[nH]c(=O)[nH]2)cc1OC
  A: 0; B: -4; C: -1; D: 6; E: 0; F: 2; G: -1; H: 0; I: -1
> CC1CC(N(C(=O)c2ccco2)c2ccccc2)c2ccccc2N1 (stereo not drawn)
  A: 4; B: 12; C: 2; D: -1; E: 7; F: 0; G: 8; H: -5; I: 5
> C[C@H](Nc1ncnc2sc3c(c12)CCC3)C(=O)O
  A: -3; B: -3; C: 0; D: -1; E: 2; F: 2; G: -2; H: 4; I: -1
> CC(=O)N1CCC(C(=O)Nc2ccc(S(=O)(=O)NCCc3ccccc3)cc2)CC1
  A: -5; B: 5; C: -2; D: 1; E: 4; F: 7; G: -1; H: 1; I: -1
> CCCCN(CC)CCCNC(=O)CN1C(=O)CSc2ccc(S(=O)(=O)N3CCOCC3)cc21
  A: 5; B: 0; C: 2; D: 5; E: -3; F: -1; G: 1; H: 4; I: -2
> COc1ccc(C/C(C)=N/NS(=O)(=O)c2ccc(Br)cc2)cc1
  A: 1; B: 0; C: -1; D: 1; E: 12; F: 8; G: 4; H: 5; I: -1
> CCN(CC)CCNC(=O)c1cccc(NC(=O)C(=O)c2cc(Br)ccc2NC(C)=O)c1
  A: -2; B: -4; C: -1; D: 3; E: 1; F: 0; G: 14; H: 3; I: 0
> C=CC[C@@H](Cc1ccc(F)cc1)C(=O)OC[C@H]1CCCN1C(=O)[C@@H](CC=C)CC(=O)N(CCO)Cc1ccccc1
  A: .; B: 1; C: -3; D: .; E: 4; F: 6; G: 8; H: .; I: .
> Cc1cc(NS(=O)(=O)c2ccc(C3CCCCC3)cc2)no1
  A: 5; B: 2; C: 5; D: -1; E: 11; F: -1; G: 10; H: 0; I: 0
> Cc1ccccc1C1=Nn2c(nnc2-c2ccco2)SC1
  A: -1; B: -2; C: -2; D: -4; E: 4; F: 1; G: 4; H: -7; I: 4
> CCn1c(O)c(/C=C2\C=NN=C2c2ccccc2)sc1=S
  A: -1; B: -2; C: 1; D: -5; E: 4; F: 14; G: 1; H: -2; I: -3
> COc1cc(/C=N/NC(=O)c2ccncc2)ccc1OCC(=O)Nc1ccccc1
  A: -1; B: -1; C: -1; D: -3; E: 4; F: -4; G: 8; H: 8; I: 1
> COc1ccc(CCNC(=O)CNS(=O)(=O)c2cccs2)cc1OC
  A: -2; B: -2; C: 0; D: 3; E: -1; F: 3; G: 3; H: 3; I: 2
> COc1ccc(S(=O)(=O)N2CCOc3ccccc32)cc1
  A: -1; B: -2; C: 1; D: 1; E: 10; F: 2; G: 5; H: 8; I: 3
> CCOC(=O)N1CCN(C(=O)CCNS(=O)(=O)c2ccc(C)c(C)c2)CC1
  A: 0; B: -2; C: 2; D: 2; E: 3; F: 7; G: 9; H: 3; I: -3
> Nc1nc(N)nc(-c2ccc(Cl)cc2)n1
  A: 0; B: 0; C: -8; D: 1; E: 3; F: 1; G: 5; H: -2; I: 0
> CC(C)(C)OC(=O)N1CCC(CC2CC(c3ccccc3)=NO2)(C(=O)NCc2ccccc2)CC1 (stereo not drawn)
  A: -1; B: -1; C: 0; D: 0; E: 7; F: 7; G: 12; H: 6; I: 5
> O=C(/C=C/c1ccco1)NCCCN1CCOCC1
  A: -2; B: 0; C: -4; D: -2; E: 2; F: 0; G: 4; H: 8; I: -1
> CC1(C)CC(NC(=O)COc2cc3oc(=O)c4c(c3cc2Cl)CCC4)CC(C)(C)N1
  A: 2; B: 2; C: -3; D: -1; E: 3; F: 1; G: 11; H: 1; I: 5
> O=[N+]([O-])c1ccc(O)c(C=Nc2ccc3c(c2)OCO3)c1
  A: 0; B: 3; C: 2; D: 0; E: 0; F: 1; G: 14; H: 5; I: -3
> O=C(Nc1nc(-c2ccccc2)c(C(=O)c2ccccc2)s1)c1ccc(S(=O)(=O)N2CCCCC2)cc1
  A: -6; B: -7; C: 0; D: -1; E: -1; F: 2; G: 8; H: -3; I: -3
> CCOc1cccc(CN2CCC(CCC(=O)NC3CC3)CC2)c1O
  A: -1; B: 15; C: -7; D: -4; E: -3; F: -11; G: 2; H: -3; I: -11
> CC[C@]12c3[nH]c4ccc(OC)cc4c3CCN1C(=O)C(CC(=O)NCCCn1ccnc1)C[C@@H]2C(=O)N1CCN(C(=O)C2CC2)CC1 (stereo partly drawn)
  A: .; B: 2; C: 2; D: .; E: 0; F: 4; G: 5; H: .; I: .
> Cc1ccc(C(=O)OCC(=O)c2ccc(CC(=O)N3CCOCC3)s2)cc1C
  A: .; B: 11; C: -3; D: -3; E: 2; F: 27*; G: 3; H: .; I: 2
> CCC1Sc2ccc(S(=O)(=O)CCC(=O)Nc3cccc(Br)c3)cc2NC1=O (stereo not drawn)
  A: 1; B: 5; C: 1; D: -10; E: 5; F: 21; G: 16; H: -5; I: 4
> COc1cc(OC)cc(C(=O)NCc2n[nH]c(=S)n2-c2ccccc2)c1
  A: -2; B: 0; C: 1; D: -3; E: 2; F: 1; G: -3; H: -1; I: -3
> COc1ccc(Cc2nc(C(=O)Nc3ccccc3)cs2)cc1
  A: -4; B: 7; C: 4; D: -4; E: 2; F: 4; G: 9; H: 4; I: -3
> O=C(CN(Cc1ccccc1)C(=O)c1ccc2c(c1)OCCO2)NCc1ccc2c(c1)OCO2
  A: 2; B: 2; C: -1; D: 2; E: 9; F: 9; G: -2; H: -2; I: 6
> O=C(NCc1cc(Br)cc(Br)c1OC(=O)c1ccccc1[N+](=O)[O-])c1ccccc1
  A: -3; B: 5; C: 6; D: -10; E: 2; F: 10; G: -5; H: 2; I: -9

High-throughput results from PubChem.
